Assay outcomes (PubChem)
Xi reactivation: activators of X-chromosome reactivation in mouse fibroblasts. AID 743238. XiGFP mouse fibroblasts, % GFP-positive cells imaging, 3 d; cells co-treated with 5-aza-dC sensitizer; scaled so ellipticine positive control = 100%. actives 0.055% (n = 360,000). activation, % at 7.58 µM;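 active means mean normalized replicate activation at least 10% and every replicate at or above 10%; inconclusive means only one of the two criteria met; inactive means mean below 10% and not all replicates reach 10%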;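 further: 0% = median of on-plate neutral control wells and 100% = ellipticine 6 µM median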
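System: 68-5-11 XiGFP fibroblast line | Buffer or medium: DMEM containing 5-aza-dC | Compound: Single point | Times: Compounds 3 days, fix/stain 15 min at room temperature | Benchmarks: Positive control ellipticine, 6 µM final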
PAX8 inh HTS: inhibitors of PAX8 transcriptional activity in RMG-I cells; RMG-I TPO-luciferase reporter, SteadyGlo, 24 h; inhibition, % at 12.6 µM; actives 1.2% (n = 360,000); AID 652154;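 active means mean replicate inhibition at least 60% with every replicate also reaching 60%; inconclusive means only one of the two criteria is met; inactive means mean below 60% and not all replicates reaching 60%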;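 further: luciferase light reporting Pax8 driven TPO promoter activity; plate controls were median of neutral control wells for no effect and mitoxantrone controls for full effect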
EWS-Fli inh: EWS/Fli transcriptional activity inhibition | A673 NR0B1-luciferase reporter, viability-normalised | AID 651661 | actives 0.67% (n = 350,000) | inhibition, % at 12.6 µM;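 active means mean inhibition of at least 50% after viability correction, with every replicate also passing that limit; inconclusive means mean reaches 50% but only one of two replicates passes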;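 further: firefly luciferase signal divided by Alamar Blue viability fluorescence both relative to DMSO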
DENV2 CPE: DENV2-induced cell death inhibition; CPE inhibition, % at 9.99 µM; DENV2-infected cells, cytopathic effect rescue, plate reader; actives 1.7% (n = 350,000); AID 651640; in the data active means CPE inhibition above about 20%, passing the limit was not always enough; inconclusive means no clear call, values can overlap the other calls; tested in BHK-21 cells;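 further: 0% = median of neutral control wells and 100% = median of positive control wells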
F508del corr: CFTR F508del correction in bronchial cells. CFBE cells, YFP halide quenching; stimulated with forskolin plus potentiator P3; % fluorescence drop versus neutral controls. activity (quench increase), % at 7.58 µM. actives 0.36% (n = 350,000);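 active means mean added fluorescence quench of at least 8% versus neutral control, with both replicates also reaching 8%; inconclusive means only one of the mean or replicate conditions met; inactive means mean below 8% and not both replicates reaching 8%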;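 further: cells transiently co-express mutant CFTR-F508del with the halide-sensitive YFP; corrector assay measuring rescue of mutant channel to the surface after 24 h compound exposure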
INS-1E GSIS act: GLuc luminescence reporter in INS-1E cells, primary screen for activators of glucose-dependent secretion of insulin; INS-1E GLuc reporter insulin secretion, 2-3 h; activation, % at 16.6 µM; actives 0.61% (n = 370,000);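 active means lowest replicate activation of at least 40%, so every replicate reaches that level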;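 further: 0% = median of neutral control wells and 100% = median of IBMX positive control wells; some compounds called inactive have numbers as strong as hits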
ARNT TACC3 PPI: disruptors of human ARNT/TACC3 interaction | Q9Y6A5 | AlphaScreen His-ARNT PAS-B/GST-TACC3 binding, luminescence; TACC3 fragment carries E629A point mutation | inhibition, % at 9.99 µM | actives 0.66% (n = 390,000) | AID 623870;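 active means mean inhibition of replicates at least 50% and at least half of replicates each reaching 50%; inconclusive means half or more replicates reach 50% but mean below 50%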;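 further: 0% = complete ARNT plus TACC3 wells and 100% = ARNT alone without TACC3; many hits fall short of the cut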
ERp5 inh: inhibitors of human ERp5; actives 0.05% (n = 350,000); inhibition, % at 9.99 µM; ERp5 insulin aggregation, absorbance 650 nm, 90 min;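 active means mean replicate inhibition above about 25%, with every replicate also reaching it, limit read from the data, passing the limit was not always enough; inconclusive means only one of those two criteria met; inactive means neither criterion met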
Target sequence (Q15084 whole entry, looked up): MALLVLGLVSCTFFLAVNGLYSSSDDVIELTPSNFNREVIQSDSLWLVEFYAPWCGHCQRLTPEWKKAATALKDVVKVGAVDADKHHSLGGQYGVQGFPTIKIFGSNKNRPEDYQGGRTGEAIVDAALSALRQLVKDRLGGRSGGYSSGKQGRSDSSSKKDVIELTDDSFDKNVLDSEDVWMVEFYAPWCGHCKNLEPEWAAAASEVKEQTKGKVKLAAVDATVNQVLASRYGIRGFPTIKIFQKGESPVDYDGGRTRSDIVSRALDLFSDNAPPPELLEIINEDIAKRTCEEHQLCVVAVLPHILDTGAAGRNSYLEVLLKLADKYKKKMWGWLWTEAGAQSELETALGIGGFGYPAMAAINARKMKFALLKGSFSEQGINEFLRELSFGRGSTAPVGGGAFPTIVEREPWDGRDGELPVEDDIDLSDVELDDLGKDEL
Numbers without * were called inactive; ? = inconclusive; nt = not tested or not shown; & = joins results of further samples; ! = not confirmed by another sample.

Screens in order – Xi reactivation, PAX8 inh HTS, EWS-Fli inh, DENV2 CPE, F508del corr, INS-1E GSIS act, ARNT TACC3 PPI, ERp5 inh
(1) CCOc1ccc(C(=O)Nc2c3c(nn2-c2ccc(C)cc2)CS(=O)C3)cc1OCC (stereo not drawn)
→ 0.2, 3, 10, -7, 4.1, nt, -4, 3
(2) CNC[C@@H]1Oc2ccc(NC(=O)Cn3cnnn3)cc2CC(=O)N([C@H](C)CO)C[C@@H]1C
→ 0.7, -2, -2, 17, -1.6, 21, -6, -1
(3) O=C(C[C@H]1CC[C@@H](NC(=O)Nc2ccc(F)cc2)[C@H](CO)O1)NCc1cccc(F)c1
→ -0.4, nt, 4, 1, 4.1, 5, -6, 3
(4) COc1ccc(CC(C)CC(=O)Nc2ccc(OC)cc2)cc1 (stereo not drawn)
→ 0.0, 8, 0, 5, -3.0, -19, 16, 0
(5) C/C=C/c1cccc(-c2nc(C(=O)NCc3ccncc3)cc3c2[C@@H](CCO)N([S@](=O)C(C)(C)C)C3)c1
→ -0.1, 8, 5, 3, 1.6, -18, nt, -1
(6) CCn1c(=O)c2ccccc2n(Cc2cccc([N+](=O)[O-])c2)c1=O
→ 0.0, -2, 7, 13, -0.6, 20, 7, 4
(7) Cc1ccc(NC(=O)CCC(=O)N2CCOc3ccccc32)c(Cl)c1
→ 0.0, -6, 2, 5, -1.1, nt, -3, 1
(8) Cn1c(NC(=O)CCc2ccccc2)cc(=O)n(C)c1=O
→ 0.0, -108, -83, 0, 0.4, nt, -1, 3
(9) O=C(C[C@H]1C[C@@H]2c3cc(NC(=O)c4cccnc4)ccc3O[C@@H]2[C@@H](CO)O1)NCC(F)(F)F
→ -0.1, 2, -3, 2, -3.1, 1, -1, 1
(10) CC(C)C#Cc1ccc([C@H]2[C@H](CO)N3C(=O)CN(C(=O)c4ccc5c(c4)OCO5)C[C@@H]23)cc1
→ 0.0, nt, 1, 11, 1.2, -21, nt, 1
(11) COc1c(O)ccc(C2NC(=O)NC(C)=C2C(=O)Nc2ccccc2C)c1[N+](=O)[O-] (stereo not drawn)
→ 0.1, -6, -8, 4, 0.1, 4, 6, -1
(12) O=C(Nc1ccc(Cl)cc1)N[C@H]1CC[C@H](CCNC(=O)c2ccccc2F)O[C@H]1CO
→ -0.2, 2, 3, 6, 0.6, -15, -26, -2
(13) CCN(CC)C(=O)c1ccc(Oc2ccc([N+](=O)[O-])cc2Cl)cc1
→ 0.5, 23, 4, -2, -2.5, -22, -9, -2
(14) Cc1cc(C(=O)NNC(=O)CCC2CCCCC2)c(C)o1
→ 0.0, 4, 1, -5, -0.7, -34, -2, -2
(15) CCCC(C(=O)NCCc1ccc(S(N)(=O)=O)cc1)c1ccccc1 (stereo not drawn)
→ 0.0, -13, 1, -4, 4.0, -1, -2, -1
(16) Cc1nc(N2CCCCC2)c2sc(=S)n(C)c2n1
→ 0.0, -13, 6, -1, 0.8, 2, 4, -2
(17) CC(C)N(Cc1cc2ccccc2[nH]c1=O)C(=O)c1cccc([N+](=O)[O-])c1
→ -0.7, 11, -5, -6, 0.9, 18, -1, -9
(18) CNC[C@H]1Oc2c(NC(=O)NC(C)C)cccc2C(=O)N([C@H](C)CO)C[C@H]1C
→ 0.4, -10, nt, -1, 3.0, 5, 1, 4
(19) O=C(NCCN1CCN(C(=O)c2cccc([N+](=O)[O-])c2)CC1)C(=O)NCc1ccc(Cl)cc1
→ 0.2, 20, 0, 2, -0.4, 12, 1, -8
(20) CCn1c(=O)c(C(=O)NCCCc2ccccc2)c(O)c2ccccc21
→ 0.0, -1, 2, -9, -1.6, 6, 30, 0
(21) COc1cccc(CN2CCNC(=O)C2CC(=O)N(C)C2CCOCC2)c1OC (stereo not drawn)
→ 0.0, -9, nt, ?, -3.2, 3, 2, 0
(22) COc1ccccc1CNC(=O)CN1NS(=O)(=O)c2ccccc2C1=O
→ 0.2, 9, 9, -11, -2.9, -15, -7, 3
(23) Cc1ccc(NC(=O)c2ccc(NCc3ccco3)c([N+](=O)[O-])c2)cc1Cl
→ 4.2, -27, nt, nt, nt, 34, -1, nt
(24) CCC(=O)N(C)C[C@@H]1Oc2cc(C#CC3CCCC3)ccc2S(=O)(=O)N([C@@H](C)CO)C[C@@H]1C
→ 0.4, nt, 11, -5, -8.7, -30, -7, -7
(25) COc1ccc(NC(=O)Nc2ccc3c(c2)C(=O)N([C@@H](C)CO)C[C@@H](C)[C@@H](CN(C)S(=O)(=O)c2ccc(Cl)cc2)OCCCC[C@@H](C)O3)cc1
→ 0.2, 4, 5, 4, 2.7, 5, -5, 3
(26) N#Cc1c2c(c(-c3ccccc3)[nH]c1=O)CCCC2
→ nt, nt, -6, 6, 2.0, 12, -3, -13
(27) O=C(Nn1cnnc1)c1cc(-c2cccc(Br)c2)nc2ccccc12
→ 0.0, -2, -32, 15, -1.1, 10, -15, -3
(28) CCOc1ccc(NC(=O)COC(=O)C2C3CC4OC(=O)C2C4C3)cc1 (stereo not drawn)
→ 0.3, -22, -4, 4, 3.8, -3, -2, 7
(29) O=C(C[C@H]1CC[C@H]2[C@@H](COC[C@H](O)CN2CC2CCOCC2)O1)NCC1CCCCC1
→ 0.1, -16, -1, 14, -2.1, 2, -14, -2
(30) C[C@@H]1CCCCO[C@@H](CN(C)C(=O)Nc2ccc3c(c2)OCO3)[C@@H](C)CN([C@H](C)CO)C(=O)c2cc(NC(=O)CCCCCC(=O)Nc3ccccc3N)ccc2O1
→ 0.6, 1, -7, 3, -3.1, 0, 13, 0
(31) COc1cc(/C=N/NC(=O)c2ccccn2)cc2c1OCO2
→ 0.3, -110, -84, -2, 2.1, -2, nt, 4
(32) CCOc1ccc(NC(=O)CSc2nc3ccccc3nc2N2CC(C)OC(C)C2)cc1 (stereo not drawn)
→ 0.2, 24, -5, -3, -2.5, nt, -9, 4
(33) NNC(=O)c1cncc(Br)c1
→ 0.4, 8, 1, 2, 0.3, 6, -2, 3
(34) O=C(COc1cccc(Br)c1)N/N=C1\CCCc2ccccc21
→ 0.0, 8, -6, -4, 0.5, 4, -11, -7
(35) O=C(Cn1nc2ccccc2n1)N/N=C/c1cc([N+](=O)[O-])ccc1O
→ 0.0, 14, 14, -4, 0.8, -7, nt, 0
(36) COc1ccc(C(C(=O)Nc2ccc3c(c2)OCO3)N(C)C(=O)Cc2c[nH]c3ccccc23)cc1 (stereo not drawn)
→ 0.2, 26, 15, -7, 0.1, -20, 4, -1
(37) Cc1c(C(=O)NN2CCOCC2)oc2c1ccc1ccccc12
→ 0.0, 9, -11, -4, -3.5, 11, -2, 4
(38) CCCNC(=O)N(C)C[C@@H]1Oc2cc(C#CCC(C)C)ccc2S(=O)(=O)N([C@H](C)CO)C[C@H]1C
→ -0.8, nt, 11, 1, 4.7, -42, -8, -2
(39) COC(=O)C[C@@H]1C[C@H]2c3cc(NC(=O)NC4CCCC4)ccc3O[C@H]2[C@@H](CO)O1
→ 0.0, -17, -1, -6, -4.4, -1, -2, -5
(40) C[C@H](CO)N1C[C@H](C)[C@@H](CN(C)S(C)(=O)=O)Oc2ccc(NC(=O)Nc3ccccc3)cc2C1=O
→ 0.0&0.1, -13&6, -4&1, 88*!, -1.4&-1.0, 7&0, -13&-8, -1&2
(41) COc1ccccc1C#Cc1ccc([C@@H]2[C@@H](CO)N3CCCCN(S(C)(=O)=O)C[C@H]23)cc1
→ 0.2, 19, 1, 9, 3.4, -15, -3, -2
(42) Cc1ccc2nc(NC(=O)c3ccc(S(=O)(=O)N4CCCc5ccccc54)cc3)sc2c1
→ 0.0, 4, nt, nt, nt, -6, -3, nt
(43) CC1(NC(=O)c2ccccc2)CCN(CCCc2ccccc2)C1=O (stereo not drawn)
→ -0.3, 11, -6, 1, 1.5, -13, -1, -5
(44) O=C(Cc1ccc(O)cc1)NCCNC(=S)NCc1ccccc1
→ 0.3, -3, 3, 2, -2.2, 8, 3, 3
(45) COc1ccc(NC(=O)N(C)C[C@H]2Oc3c(NC(=O)c4ccc(-c5nccs5)cc4)cccc3C(=O)N([C@H](C)CO)C[C@H]2C)cc1
→ -0.8, nt, -12, 6, 0.0, -4, -6, -4
(46) CNc1ncnc2c1ncn2[C@H]1CN(Cc2ccco2)C[C@@H](CO)O1
→ 0.0, -15, -1, -12, 1.1, 12, nt, 2
(47) CC1=C(C(=O)NC2CCCc3c2cnn3-c2cc(F)cc(F)c2)OCCO1 (stereo not drawn)
→ 0.1, 0, 1, -2, 1.0, 7, -2, -1
(48) CCCN1C2CCCC1CC(NC(=S)Nc1cc(C)cc(C)c1)C2 (stereo not drawn)
→ -0.2, -12, 1, 5, -2.4, -10, -1, 2
(49) Cn1c(Cc2ccccc2)nnc1SCC(=O)NC1CC1
→ 0.2, 7, -5, 18, 1.1, 5, -4, 2
(50) O=C(COC(=O)C1CC(O)CN1C(=O)Oc1ccccc1)c1ccc(Br)cc1 (stereo not drawn)
→ 0.0, -7, nt, nt, nt, -12, -1, nt

Reprinted at random: 2 compounds from above
Screens in order – Xi reactivation, PAX8 inh HTS, EWS-Fli inh, DENV2 CPE, F508del corr, INS-1E GSIS act, ARNT TACC3 PPI, ERp5 inh
(42) Cc1ccc2nc(NC(=O)c3ccc(S(=O)(=O)N4CCCc5ccccc54)cc3)sc2c1
→ 0.0, 4, nt, nt, nt, -6, -3, nt
(50) O=C(COC(=O)C1CC(O)CN1C(=O)Oc1ccccc1)c1ccc(Br)cc1 (stereo not drawn)
→ 0.0, -7, nt, nt, nt, -12, -1, nt

More structures:
Screens in order – Xi reactivation, PAX8 inh HTS, EWS-Fli inh, DENV2 CPE, F508del corr, INS-1E GSIS act, ARNT TACC3 PPI, ERp5 inh
(51) CCN(C(=O)c1ccc(Cl)c([N+](=O)[O-])c1)c1ccccc1
→ 0.0, 15, 8, 7, -2.2, 38, -21, -6
(52) COCC(=O)N(C)C[C@H]1Oc2ncc(C#Cc3ccc(OC)cc3)cc2C(=O)N([C@@H](C)CO)C[C@@H]1C
→ -1.1, nt, -20, -6, -0.7, -4, -12, 3
(53) C[C@@H]1CN([C@@H](C)CO)C(=O)c2cc(NC(=O)Nc3cccc4ccccc34)ccc2O[C@@H](C)CCCCO[C@@H]1CN(C)Cc1ccc2c(c1)OCO2
→ -0.1, 35, 11, -13, 8.8*, -8, 2, nt
(54) COCCNC(=O)C[C@H]1C[C@H]2c3cc(NC(=O)c4cccnc4)ccc3O[C@H]2[C@H](CO)O1
→ 0.1, 4, 7, nt, -1.9, 16, 1, 13
(55) COc1cccc(NC(=O)CN(C)C(=O)CSCC(=O)Nc2ccc(C)cc2)c1
→ 0.0, 6, 1, -3, 2.2, -6, -38, 1
(56) CC1=CN2C(=NC(=O)CC2(C)C(=O)N(CC(=O)NC2CCCC2)Cc2ccccc2)C=C1 (stereo not drawn)
→ 0.5, -8, 2, 0, 0.3, 8, -3, 1
(57) COc1ccc(C(C)NS(=O)(=O)Cc2ccccc2)cc1 (stereo not drawn)
→ 0.0, -3, -4, 5, -3.4, 3, 22, 3
